Shiga toxin inh = blocks Shiga toxin action in Vero cells | Vero cells, Shiga toxin protein synthesis inhibition reporter | inhibition, % at 38.7 µM | 290,000 tested, 9.2% active | AID 2315; in the data active = inhibition mostly above about 28%, no sharp cut-off; inactive = mostly below about 43%; note: 0% is about no effect
Pf growth 96h = P. falciparum growth inhibition at 96 hours | P. falciparum luciferase reporter growth, 96 h | Potency, µM (series often up to 28.7 µM), inactives show top-dose activity change, negative = inhibition, actives largely listed as inhibitors | 320,000 tested, 6.9% active; note: potency is the fitted concentration of half-maximal effect; % is set by controls: 0 for no effect and ±100 for the full control effect
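Erythrocytes infected with luciferase-expressing P. falciparum were dispensed at 2% hematocrit and 0.05% parasitemia (final), then incubated with compounds 96 hours at 37 C in 5% CO2. Luminescence after detection reagent addition reported growth.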
Cycloheximide cs = counter-screen for Shiga toxin inhibitors: cycloheximide protein synthesis inhibition; cell reporter, cycloheximide protein synthesis inhibition counterscreen; 300,000 tested, 12% active; max response, %; in the data active = max response mostly above about 13%, no sharp cut-off; inactive = mostly below about 14%; note: read at 38.3 µM for the half of the compounds with a filed dose; 0% is about no effect
LmPK inh = inhibitors of Leishmania mexicana pyruvate kinase; purified LmPK, Kinase-Glo ATP luminescence, 1 h; 290,000 tested, 0.37% active; Potency, µM (top dose mostly 57.5 µM), without a hit: at the top dose activity change, negative = inhibition, most hits filed as inhibitors; Q27686; note: potency is the fitted concentration of half-maximal effect; % is set by controls: 0 for no effect and ±100 for the full control effect
Target sequence (Q27686 whole entry, looked up): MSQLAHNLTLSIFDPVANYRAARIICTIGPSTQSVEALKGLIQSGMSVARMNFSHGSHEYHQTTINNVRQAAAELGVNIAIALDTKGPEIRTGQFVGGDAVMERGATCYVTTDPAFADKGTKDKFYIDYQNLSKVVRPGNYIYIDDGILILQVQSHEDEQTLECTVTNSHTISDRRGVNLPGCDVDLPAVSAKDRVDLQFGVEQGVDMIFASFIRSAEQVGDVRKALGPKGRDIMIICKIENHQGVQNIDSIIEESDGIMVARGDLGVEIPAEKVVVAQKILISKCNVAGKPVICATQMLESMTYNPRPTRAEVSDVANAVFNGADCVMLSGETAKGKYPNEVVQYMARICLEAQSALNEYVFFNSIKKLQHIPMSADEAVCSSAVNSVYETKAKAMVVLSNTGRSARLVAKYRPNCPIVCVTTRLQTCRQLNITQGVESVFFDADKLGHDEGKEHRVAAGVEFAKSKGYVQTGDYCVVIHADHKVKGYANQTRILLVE
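In 50 mM imidazole pH 7.2 with 7 mM MgCl2, LmPK (0.1 nM) turned over PEP (0.5 mM) and ADP (0.1 mM) for 1 h at room temperature. Luciferase read-out of ATP.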
Pf growth 48h = inhibits P. falciparum growth in the first generation, 48 h. P. falciparum luciferase growth in erythrocytes, 48 h. Potency, µM (top dose mostly 28.7 µM), for inactives: at the top dose activity change, negative = inhibition, actives largely listed as inhibitors. 310,000 tested, 5.9% active; note: potency is the fitted concentration of half-maximal effect; % is set by controls: 0 for no effect and ±100 for the full control effect
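Luciferase-expressing parasites in RBCs, 2% Hct / 0.1% parasitemia final; RPMI 1640 + 0.5% Albumax; 37 C, 5% CO2, one generation; luminescence read-out, lower signal = inhibition.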
Tb PYK inh = T. brucei pyruvate kinase inhibition. Q57TT1. TbPYK enzyme, Kinase-Glo Plus ATP luminescence, 45 min. Potency, µM (doses to about 76.8 µM), for inactives: top-dose activity, negative = inhibition, usual class: inhibitors. 410,000 tested, 0.12% active. AID 624173; note: potency is the fitted concentration of half-maximal effect; % is set by controls: 0 for no effect and ±100 for the full control effect; nearly all actives have a fitted effect of over 50% in size
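Screened from lowest to highest concentration, compounds were pinned into TbPYK/substrate mixtures, and ADP (130 uM final) was added. Plates sat at room temperature for 45 min prior to Kinase-Glo Plus detection by luminescence.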
HCV inhibitor = HCV inhibition. Huh7.5.1 HCVcc-Cre infection, luciferase reporter, 44 h. Potency, µM (doses to about 41.8 µM), for the others: top-dose activity change, negative = inhibition, usual class: inhibitors. 340,000 tested, 3.4% active. AID 651820; note: potency is the fitted concentration of half-maximal effect; % is set by controls: 0 for no effect and ±100 for the full control effect
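Seed cells (1,000/well) for 4 h; treat with compound and infect with HCVcc-Cre, moi about 0.5. Incubate 44 h, then detect luciferase activity.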
Active calls of the source: *; i = inactive; ? = inconclusive; · = not tested or not shown; + = active, no number; & = joins results of further samples; [ ] = dose if it differs, or a comment. Unless noted, calls come from the whole dose curve; as a rule, active = well fitted curve in the direction sought with a large enough effect; inconclusive = small, poorly fitted or top-dose-only effect, or another doubt; inactive = no such curve, though single readings can be large; an effect the other way counts as inactive or inconclusive.

The line under a structure holds: Shiga toxin inh | Pf growth 96h | Cycloheximide cs | LmPK inh | Pf growth 48h | Tb PYK inh | HCV inhibitor
1	CCN(C(=O)c1ccco1)c1nnc(-c2ccc(OC)cc2)s1
 : + | 25.9% | 29.6* | -0.1% | 261.1%[activator] | -3.4% | 15.6%
2	Cc1cc(C)c(NC(=O)CNC(=O)c2cc(C3CC3)nn2-c2ccccc2)c(C)c1
 : · | ? | · | · | -23.8% | -4.5% | -15.2%
3	O=C(NCCCN1CCOCC1)C1CCN(S(=O)(=O)c2cccc(Cl)c2Cl)CC1
 : · | ? | · | · | -4.0% | -4.7% | 5.3%
4	COc1ccc(S(=O)(=O)N(C)CC(=O)Nc2c(F)cccc2F)cc1
 : 22.0 | · | -1.9 | 3.6% | -14.2% | 4.6% | 11.1%
5	CCn1cc(C(=O)O)c(=O)c2cnc(N3CCN(C(=S)Nc4ccccc4C(F)(F)F)CC3)nc21
 : 0.8 | 0.3% | -1.0 | -1.7% | -19.9% | -1.2% | 34.2%[activator]
6	Cn1c(=O)[nH]c(=O)c2c1nc(N(CCO)Cc1ccccc1)n2Cc1ccccc1Cl
 : -13.0 | 14.3% | -3.0 | 3.6% | ? | -7.5% | 18.3%&-6.8%
7	O=C(NC1=NCCS1)Nc1ccccc1
 : 65.0* | 88.1%[activator] | 35.9* | ? | 337.0%[activator] | -4.8% | 18.2%
8	O=C(COc1ccc(Cl)c(Cl)c1)NC1CCS(=O)(=O)C1 (stereo unspecified)
 : · | ? | · | · | ? | -2.5% | 15.1%
9	CCc1ccc(NC(=O)c2onc(C)c2Cl)cc1
 : 56.0* | 25.4% | 58.6* | 10.6% | · | -3.3% | 1.7%
10	COc1cccc(/C=C2\C(=O)N(c3cccc(C)c3)C(=O)c3ccccc32)c1
 : -10.9 | ? | 4.2 | 0.4% | ? | -14.1% | 2.4%
11	COc1ccc(NC(=O)CN(C)C(=O)CSc2nc3ccccc3s2)cc1
 : · | 0.0% | · | · | -5.8% | 1.4% | -23.4%
12	CN1CCC(N2CCN(c3cccc(C(F)(F)F)c3)CC2)CC1
 : -9.2 | ? | 6.4 | 5.4% | · | -0.8% | ?
13	Cc1ccccc1CC(=O)N1CCOCC1
 : -2.7 | 42.3%[activator] | -2.0 | 5.6% | 8.7% | 1.6% | 0.7%
14	CC1CCN(Cc2nnnn2-c2cccc([N+](=O)[O-])c2)CC1
 : -3.6 | ? | 7.0 | 8.5% | ? | 0.5% | -3.6%
15	COc1ccccc1N1CCN(C2CCN(C(=O)c3ccc(F)cc3)CC2)CC1
 : -18.1 | 19.0% | 0.5 | -4.6% | -24.7% | -4.8% | 9.2%
16	COc1ccc(-n2nc(C(=O)NCC(=O)N3CCC4(CC3)OCCO4)c3ccccc3c2=O)cc1
 : 24.9 | 2.7% | 10.5 | 1.0% | 4.9% | 2.5% | -13.4%
17	CC(C)OC(=O)NCN1C(=O)C2C3C=CC(C3)C2C1=O (stereo unspecified)
 : -12.1 | -26.0% | 1.2 | 3.0% | 0.0% | -2.3% | 8.3%
18	CN(NS(=O)(=O)c1cccs1)c1ncc(C(F)(F)F)cc1Cl
 : -2.1 | 35.0%[activator] | -0.9 | -3.5% | 9.8% | -0.1% | 8.4%
19	CC(C)n1cnc2c(=S)nc[nH]c21
 : -4.9 | ? | -2.1 | -2.4% | ? | -13.5% | 2.1%
20	C/C(Cn1nnc([N+](=O)[O-])n1)=N\NC(=O)c1ccc(C)cc1
 : 81.8* | ? | 43.4* | 0.4% | ? | 2.8% | ?
21	CCOC(=O)Cn1nc(C)c2ccccc2c1=O
 : 35.6 | · | -2.7 | 0.2% | 16.0% | -2.2% | 9.2%
22	CCOc1c2ccc(C(=O)NCc3ccc(C)cc3)cc2nn1CC
 : -14.7 | 9.8% | -1.3 | -0.4% | 10.1% | -0.5% | -20.5%
23	Cc1cc(-c2cc(-c3ccccc3)on2)nc(NC2CCCC2)n1
 : 33.6* | ? | 21.3 | 3.3% | ? | 3.6% | ?
24	Cc1cc(NC(=O)COC(=O)c2nccnc2N)n(-c2ccccc2)n1
 : · | 19.6% | · | · | 0.0% | 5.0% | 31.5%[activator]
25	COC(=O)Cc1cc(=O)[nH]c(/N=C(\N)Nc2ccc(C(C)C)cc2)n1
 : 10.6 | 0.828µM* | -1.7 | 6.1% | 23.9% | 2.2% | -23.6%
26	O=c1c(Cl)c(NCC2CCCO2)cnn1C12CC3CC(CC(C3)C1)C2 (stereo unspecified)
 : 22.7 | 0.2% | 10.0 | 8.0% | ? | -0.3% | 11.4%
27	Cc1nonc1NC(=O)CSc1nc2ccc(Cl)cc2[nH]1
 : -6.7 | 28.7% | 0.8 | -0.4% | 14.4% | 1.2% | 7.2%
28	COc1ccc2c(COC(=O)[C@@H]3CCCN3S(=O)(=O)c3ccc(Cl)cc3)cc(=O)oc2c1
 : · | 7.6% | · | · | 4.7% | -4.1% | -23.3%
29	O=C(Nc1ccccn1)C(=O)N1CCCCC1
 : 46.9* | -19.8% | 21.6 | 5.1% | 2.3% | -2.9% | 0.2%
30	COc1ccc(Cn2nnnc2C(c2cc3cc(C)ccc3[nH]c2=O)N2CCOCC2)cc1 (stereo unspecified)
 : -3.4 | · | -2.3 | -0.2% | -32.8% | 1.4% | 5.5%

Random excerpt: two compounds from above.
The line under a structure holds: Shiga toxin inh | Pf growth 96h | Cycloheximide cs | LmPK inh | Pf growth 48h | Tb PYK inh | HCV inhibitor
23	Cc1cc(-c2cc(-c3ccccc3)on2)nc(NC2CCCC2)n1
 : 33.6* | ? | 21.3 | 3.3% | ? | 3.6% | ?
11	COc1ccc(NC(=O)CN(C)C(=O)CSc2nc3ccccc3s2)cc1
 : · | 0.0% | · | · | -5.8% | 1.4% | -23.4%

Next section.
The line under a structure holds: Shiga toxin inh | Pf growth 96h | Cycloheximide cs | LmPK inh | Pf growth 48h | Tb PYK inh | HCV inhibitor
31	Cn1nnnc1SCCNC(=O)C1CCC(=O)N(CCc2ccccc2)C1 (stereo unspecified)
 : -7.0 | 8.9% | -1.3 | 0.9% | 22.7% | -0.6% | 13.4%
32	COc1ccc(C2=NOC(Cn3nc(-c4ccccc4C)cc3C(=O)O)C2)cc1 (stereo unspecified)
 : · | ? | · | · | 27.9% | 4.7% | 6.6%
33	Nc1c(-c2ccc(Cl)cc2)cnc2c(-c3ccccc3)cnn12
 : 89.3* | 344.3%[activator] | 35.8* | -0.5% | 13.9%[0.00184 µM] | 1.6% | 8.5%
34	Cc1csc(=O)n1CCC(=O)O
 : -12.1 | 10.2% | -3.4 | -2.3% | 13.6% | -4.9% | 1.1%
35	O=C(Cn1c(NCCO)nc2ccccc21)Nc1ccc2c(c1)OCCCO2
 : · | 3.0% | · | · | 31.6%[activator] | -3.8% | ?
36	Cc1nc2ncccn2c1-c1csc(Nc2ccc(O)cc2)n1
 : 33.2 | 51.3%[activator] | 11.7 | 7.4% | ? | 9.6% | ?
37	CC(=O)c1ccc(OCCCCCCCOc2ccc(C(C)=O)cc2)cc1
 : · | ? | 3.4 | -0.8% | -3.4% | -1.7% | 4.5%
38	O=C(COC(=O)c1cccc(OC(F)F)c1)NC1CCCC1
 : -9.5 | 41.4%[activator] | -3.0 | -2.0% | 22.1% | 0.8% | 3.9%
39	C/C(Cn1nnc([N+](=O)[O-])n1)=N\NC(=O)c1ccc(O)cc1O
 : 72.1* | ? | 69.0* | 3.4% | -2.7% | -10.7% | ?
40	NC(=O)c1ccccc1Nc1nc2nc3ccccc3c(=O)n2cc1Br
 : 38.0* | 12.6% | 15.3* | 5.0% | 1.0% | -1.1% | -1.1%
41	Cc1ccc(S(=O)(=O)N2CCN(C(=O)COC(=O)Cc3ccccc3)CC2)c(C)c1
 : · | 0.4% | · | · | 0.0% | 6.1% | ?
42	Cn1c(Cn2c(=O)sc3ccccc32)nnc1SCc1cccc(F)c1
 : -7.9 | 4.2% | -1.1 | -2.4% | -5.2% | -1.6% | 0.2%
43	O=C1C(C=NCCN2CCOCC2)=C(O)c2ccccc21
 : 83.9* | ? | 47.2* | -3.7% | 14.0% | -20.8% | 17.0%
44	COc1ccc(C2C3=C(CC(C)(C)CC3=O)Oc3ncn(CC(C)C)c(=N)c32)cc1 (stereo unspecified)
 : -14.8 | ? | -5.6 | 4.7% | ? | -1.1% | -6.8%
45	C/C=C/C=N/Nc1nc(C)cc(=O)[nH]1
 : 23.6 | ? | -0.9 | 0.6% | 5.6% | 3.4% | 14.6%
46	O=C(COc1ccc(Cl)cc1Br)NCC(c1ccco1)N1CCCC1 (stereo unspecified)
 : · | ? | · | · | ? | 6.0% | ?
47	CCOC(=O)c1c(-c2ccc(OC)cc2)csc1NC(=O)CSc1nnc(C)c(=O)[nH]1
 : -10.0 | 9.1% | 10.9 | 9.5% | -26.1% | 1.4% | 28.1%
48	COc1ccc(C(=O)Nc2cc(C)cc(C)c2)cc1S(=O)(=O)N1CCOCC1
 : -16.3 | 14.8% | 9.0 | 1.0% | -7.9% | -0.9% | ?
49	N#Cc1cnc(NOCc2ccc(Cl)cc2)nc1
 : 14.8 | 27.6% | 2.2 | -7.6% | i | -3.9% | -6.8%
50	Cc1[nH]c2ccc(-c3nnc(SCC(=O)c4ccccc4F)o3)cc2c1C
 : 10.2 | · | 13.1 | -4.7% | -16.9% | ? | ?
51	Cc1ccc(Nc2nc(CSc3n[nH]c(N)n3)cs2)cc1
 : 66.2* | 30.0%[activator] | 31.4* | -8.3% | -10.8% | -13.9% | -7.9%
52	CCN(CC)CCCNC(=O)C(C)n1nc(C)c2sc3ccccc3c2c1=O (stereo unspecified)
 : -9.3 | -7.9% | -4.9 | -8.1% | · | 3.1% | -20.1%
53	NS(=O)(=O)c1ccc(NC(=O)COC(=O)CCC2CCCCC2)cc1
 : -6.9 | -30.1% | -1.5 | 0.4% | -2.3% | 3.4% | 28.0%
54	CCOc1ccc(-n2c(=O)cc(N3CCN(c4ccccc4)CC3)[nH]c2=O)cc1
 : -11.0 | ? | 8.9 | 2.6% | -13.2% | 1.2% | 0.4%
55	O=C(NCCCN1CCOCC1)c1nn2c(C(F)(F)F)cc(-c3ccco3)nc2c1Cl
 : -5.8 | -3.9% | 2.0 | 1.3% | 13.4% | 1.2% | ?
56	O=C(CSc1nnc2sc3ccccc3n12)NCc1ccco1
 : -2.4 | · | 5.6 | 4.4% | 30.1%[activator] | 6.4% | 11.3%
57	COc1cccc(-c2nc(CS(=O)(=O)CC(=O)NCCc3ccccc3)c(C)o2)c1
 : 12.7 | 29.7% | 11.7 | 6.1% | ? | 2.3% | -23.4%
58	O=C(Oc1cc2oc(=O)c3c(c2cc1Cl)CCCC3)c1ccco1
 : 10.9 | -17.5% | -3.2 | -1.6% | 7.1% | -0.6% | 5.7%
59	Cc1cc(NC(=O)CSc2nncn2N)no1
 : -8.4 | 3.4% | -5.7 | -1.4%[11.5 µM] | -7.9% | 0.2% | -1.2%
60	COc1ccc(-n2c(C)nnc2SCC(=O)NC2CC2)cc1
 : -7.2 | -28.9% | -2.2 | 0.5% | 21.1% | 3.8% | 13.3%
61	O=C1NC(=O)C2(Cc3ccccc3N3CCOCC32)C(=O)N1c1ccccc1 (stereo unspecified)
 : -5.4 | -5.0% | -5.7 | 0.9% | · | -28.0% | 6.1%

Screening data: PubChem BioAssay, National Center for Advancing Translational Sciences (NCATS)
